High-throughput results: PubChem, National Center for Advancing Translational Sciences (NCATS)
GLS inhibitor – qHTS for Inhibitors of Glutaminase (GLS); Glutaminase kidney isoform, mitochondrial (Homo sapiens), O94925; GLS enzymatic activity, qHTS titration; Potency, µM (series often up to 45.5 µM), inactives show at the highest dose activity change, negative = inhibition, usual class: inhibitors; 0.21% of 410,000 active; note: potency is the fitted concentration of half-maximal effect
Target sequence (O94925 whole entry, looked up, canonical isoform): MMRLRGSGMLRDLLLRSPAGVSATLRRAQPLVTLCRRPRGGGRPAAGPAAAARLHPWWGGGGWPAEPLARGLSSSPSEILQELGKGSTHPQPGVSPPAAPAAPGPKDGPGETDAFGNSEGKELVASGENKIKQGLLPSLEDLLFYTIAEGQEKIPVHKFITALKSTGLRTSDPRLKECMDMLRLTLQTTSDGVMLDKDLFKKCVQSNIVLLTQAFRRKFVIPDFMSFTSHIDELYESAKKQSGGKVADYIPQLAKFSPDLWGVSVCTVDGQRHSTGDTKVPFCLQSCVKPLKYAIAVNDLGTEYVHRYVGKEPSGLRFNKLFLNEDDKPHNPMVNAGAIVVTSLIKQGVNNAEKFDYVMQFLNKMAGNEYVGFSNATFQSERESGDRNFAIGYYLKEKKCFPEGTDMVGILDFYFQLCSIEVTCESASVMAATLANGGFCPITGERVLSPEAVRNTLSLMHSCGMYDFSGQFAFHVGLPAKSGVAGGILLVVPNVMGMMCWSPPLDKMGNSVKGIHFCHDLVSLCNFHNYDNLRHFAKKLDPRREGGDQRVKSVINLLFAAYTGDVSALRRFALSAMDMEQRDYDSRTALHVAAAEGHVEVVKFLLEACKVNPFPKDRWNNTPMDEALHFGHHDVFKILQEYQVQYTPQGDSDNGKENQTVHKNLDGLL
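hKGA in 45 mM KH2PO4 (pH 8.2), 0.02% Tween-20 with compound, then 1mM L-Glutamine (stock as added) plus glutamate oxidase/HRP/Amplex red coupling mix. Fluorescence read initially and after 30 min at RT; signal change reflects glutamate formation.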
PI4K2A inh – qHTS for small molecular inhibitors of PI4K2A. Phosphatidylinositol 4-kinase type 2-alpha (Homo sapiens), Q9BTU6. purified PI4K2A, ADP-Glo luminescence, 1 h; stronger effect = lower value. activity change, negative = inhibition, % at 76.9 µM. 0.13% of 420,000 active. AID 1346378, 2018; in the data active = activity change below about -50%; inconclusive = mostly about -30% to -49%;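 note: -100% = wells without enzyme as full effect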
Target sequence (Q9BTU6 whole entry, looked up): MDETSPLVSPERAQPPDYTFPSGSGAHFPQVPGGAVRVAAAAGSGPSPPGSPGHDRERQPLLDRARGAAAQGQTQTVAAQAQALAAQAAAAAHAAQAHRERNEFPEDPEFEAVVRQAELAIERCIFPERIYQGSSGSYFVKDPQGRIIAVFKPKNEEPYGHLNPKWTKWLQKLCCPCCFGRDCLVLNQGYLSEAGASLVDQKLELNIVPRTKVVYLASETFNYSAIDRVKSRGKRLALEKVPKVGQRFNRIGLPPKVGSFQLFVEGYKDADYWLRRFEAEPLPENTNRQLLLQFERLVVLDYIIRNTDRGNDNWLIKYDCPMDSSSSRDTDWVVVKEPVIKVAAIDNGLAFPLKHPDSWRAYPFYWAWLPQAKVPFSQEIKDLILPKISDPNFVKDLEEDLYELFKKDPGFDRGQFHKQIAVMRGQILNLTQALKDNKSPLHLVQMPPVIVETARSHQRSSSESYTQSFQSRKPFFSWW
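In this quantitative HTS, ADP production by PI4K2A was quantified luminescently after 1 h at ambient temperature; 100 microM adenosine served as plate-quality control.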
12-LOX inh – Primary qHTS assay for inhibitors of human arachidonate 12S-lipoxygenase (ALOX12): Round 2; Polyunsaturated fatty acid lipoxygenase ALOX12 (Homo sapiens), P18054; AID 1671190, 2021; 1.1% of 580,000 active; Potency, µM (series often up to 108 µM), for the others: at the highest dose activity change, negative = inhibition, hits mostly inhibitors; purified 12hLO, xylenol orange hydroperoxide absorbance; note: potency is the fitted concentration of half-maximal effect
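Hydroperoxide product was detected by ferrous iron/xylenol orange as the 573 to 405 nm absorbance ratio. Arachidonic acid at 40 uM (final) was turned over for 30 min at room temperature by 150 nM human 12hLO, pH 7.0 Hepes buffer, after 15 min compound preincubation.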
The depositor's hits bear a star; i = inactive; ? = inconclusive; [ ] = remark or other dose. Unless noted, calls come from the whole dose curve; as a rule, active = well fitted inhibition curve with a large enough effect; inconclusive = small, poorly fitted or top-dose-only effect, or another doubt; inactive = no such curve, though single readings can be large or run the other way. Unless noted, % is set by controls: 0 for no effect and ±100 for the full control effect. The list is partial; count on the stated rates, not on these rows.

| GLS inhibitor | PI4K2A inh | compound | 12-LOX inh |
| --- | --- | --- | --- |
| 7% | -15 | CC1(C(=O)NS(=O)(=O)c2ccc3c(c2)CCO3)CCN1C(=O)CCc1ccc(Cl)cc1Cl (centres undefined) | ? |
| 20% | -6 | CC(=O)Nc1cc(-c2ccc(N3CCN(C)CC3)cc2)cn2c(-c3ccc(F)c(Cl)c3)cnc12 | -26% |
| -4% | -3 | Cc1cccc(CN(C)C[C@@H]2OCc3cnnn3CCCC(=O)N([C@H](C)CO)C[C@H]2C)c1 | -13% |
| -7% | 9 | COCCCNC(=O)c1cc(S(=O)(=O)N2CCC3(CC2)OCCO3)ccc1F | 3% |
| 6% | -3 | Cc1ccc(C)c(NCCCCC(=O)O)c1 | -9% |
| 0% | -7 | CCOC(=O)c1ccc(NC(=O)NC2=NCCS2)cc1 | 12% |
| -4% | -7 | CC(=O)NC(c1ccccc1)c1nc(-c2cc(F)cc(F)c2)cs1 (centres undefined) | -6% |
| 24% | -4 | COc1ccc(CNC(=O)/C=C/[C@H]2O[C@@H](n3ccc(=O)[nH]c3=O)[C@H](O)[C@@H]2O)cc1 | 0% |
| -1% | -4 | CCc1nc2c(=O)[nH]cnc2o1 | 5% |
| 18% | 8 | O=Nc1ccc(NO)c2ccccc12 | -24% |

Seven entries from above, sorted by molecular weight, lowest first:
| GLS inhibitor | PI4K2A inh | compound | 12-LOX inh |
| --- | --- | --- | --- |
| -1% | -4 | CCc1nc2c(=O)[nH]cnc2o1 | 5% |
| 18% | 8 | O=Nc1ccc(NO)c2ccccc12 | -24% |
| 6% | -3 | Cc1ccc(C)c(NCCCCC(=O)O)c1 | -9% |
| -4% | -7 | CC(=O)NC(c1ccccc1)c1nc(-c2cc(F)cc(F)c2)cs1 (centres undefined) | -6% |
| 24% | -4 | COc1ccc(CNC(=O)/C=C/[C@H]2O[C@@H](n3ccc(=O)[nH]c3=O)[C@H](O)[C@@H]2O)cc1 | 0% |
| -7% | 9 | COCCCNC(=O)c1cc(S(=O)(=O)N2CCC3(CC2)OCCO3)ccc1F | 3% |
| 7% | -15 | CC1(C(=O)NS(=O)(=O)c2ccc3c(c2)CCO3)CCN1C(=O)CCc1ccc(Cl)cc1Cl (centres undefined) | ? |

(cont.)
| GLS inhibitor | PI4K2A inh | compound | 12-LOX inh |
| --- | --- | --- | --- |
| 3% | 4 | CC1(C)CC(=O)C=C(c2ccc(-c3ccccc3)cc2)C1=O | -14% |
| 2% | 0 | COc1ccc(C(=O)Nc2ccc3nc(C)sc3c2)cc1S(=O)(=O)N1CCOCC1 | 7% |
| 4% | -10 | COc1cccc(-c2cnc3c(NC(C)=O)cc(-c4ccncc4)cn23)c1 | 8% |
| 20% | -2 | O=C(c1ccoc1)N1CCN(c2cc(-c3cccnc3)nc3cc(-c4cccc(Cl)c4)nn23)CC1 | 3% |
| 1%[99.4 µM] | i | CN1C(=O)c2ccccc2C1=O | -9%[57.4 µM] |
| 11% | -1 | CC1OC(C(C)(C)C)Cc2[nH][nH]c(=O)c21 (centres undefined) | 0% |
| 7% | -10 | CC1(C(=O)Nc2ccc3[nH]ncc3c2)CCN1C(=O)C1(c2ccccc2)CC1 (centres undefined) | -11% |
| 14% | -27 | Cc1ccc2nc(-c3ccccn3)c(N)n2c1 | 10% |
| -28% | -2 | CC[C@@H]1CC2=C(C(=O)OC(C)(C)O2)[C@@H](CC)O1 | 3% |
| -1% | -3 | Cn1c(=O)c2cc(NC(=S)NC3CCCCC3)ccc2n1C/C=C/c1ccccc1 | 40µM* |
| 19% | -13 | COc1ccc(CCNC(=O)Nc2ccc3c(c2)c(=O)n(C)n3C)cc1OC | -10% |
| 0% | 2 | CCOC(=O)C1CCCN(C(=O)c2cc(F)cc(F)c2)CC1 (centres undefined) | 3% |
| 1% | -1 | CCn1c(SCC(=O)NC2CC2)nnc1-c1ccccc1 | -13% |
| -5% | 3 | C[C@H](O)[C@@H]1CN2CCc3c([nH]c4ccccc34)[C@@H]2C[C@@H]1N(C)C(=O)Nc1ccccc1 | ? |
| 1% | 2 | COc1ccc(-c2nc(S(=O)(=O)c3ccccc3)c(N3CCCC3)o2)cc1 | 4.5µM* |
| 3% | -2 | O=S1(=O)C[C@H](N2CCOCC2)[C@@H](COCc2ccccc2)N1 | ? |
| -1% | -4 | O=C(Nc1ccc2c(c1)OCO2)c1cc(C2CCCCN2C(=O)CCCc2ccccc2)on1 (centres undefined) | 10% |
| 51%[activator] | 15 | COc1ccc2sc3cccc(NCCN(C)C)c3c(=O)c2c1 | -23% |
| -24% | -20 | Cc1ccc(-c2cnc3c(c2)C(=O)N([C@H](C)CO)C[C@@H](C)[C@@H](CN(C)C(=O)Cc2ccccc2)O3)cc1 | ? |
| 0% | -3 | CCc1cccc(NC(=O)COC(=O)C2COc3ccccc3O2)c1 (centres undefined) | -5% |
| 6% | -2 | CN(C)c1ccc(-c2csc(C(O)c3cccc(Cl)c3)n2)cc1 (centres undefined) | ? |
| -11% | 2 | COc1ccc(NC(=O)C2(C)Cc3c(-c4ccc(NC(C)=O)cc4)ccnc3O2)cn1 (centres undefined) | -14% |
| 2% | -6 | O=C(Nc1cccc(Cl)c1)c1ccc2sc([C@H]3C[C@H](O)[C@@H](CO)O3)nc2c1 | 3% |
| -3% | -8 | O=C(O)CN1C(=O)/C(=C\c2ccccc2OCc2ccccc2)SC1=S | ? |
| 1% | -4 | O=C(Nc1ccc2c(c1)OCCO2)C(c1cc2ccccc2o1)N1CCN(c2ccc(C(F)(F)F)cn2)CC1 (centres undefined) | 11% |
| 19% | -3 | CCOC1=C2[C@@H](CN(S(=O)(=O)c3ccc(C)cc3)[C@H]2c2ccccc2)[C@H]2C(=O)N(Cc3ccccc3)C(=O)[C@H]2C1 | ? |
| 1% | 3 | O=[N+]([O-])c1cccc(COc2ccccc2CO)c1 | -19% |
| 3% | 0 | C[C@H](CO)N1C[C@H](C)[C@@H](CN(C)Cc2ccccc2)OCc2cnnn2CCCC1=O | ? |
| 1% | -5 | COCCCn1c(SCC(=O)c2c(N)n(C3CC3)c(=O)[nH]c2=O)nnc1-c1ccccc1Cl | 1% |
| -3% | 1 | Cc1cc(C)cc(NC(=O)C2COc3ccccc3O2)c1 (centres undefined) | -1% |
| 5% | -3 | OC(c1ccccc1)(c1nc(-c2cccc(F)c2)cs1)C(F)(F)F (centres undefined) | ? |
| -2% | -11 | CCCc1nc2c(C)cc(Br)cn2c1Cc1ccc(C)cc1 | -107% |
| -4% | -1 | Cc1ccc(S(=O)(=O)N2CC[C@H]3[C@@H](C2)C(=O)C[C@@H](c2ccccc2)N3S(=O)(=O)c2ccc(C)cc2)cc1 | 10% |
| 0% | 2 | COc1ccccc1-c1csc(C(C)(O)c2cccc(F)c2)n1 (centres undefined) | 0% |
| 1% | -3 | O=C(Nc1ccccc1)C1Cc2c(-c3ccc4c(c3)OCO4)ccnc2O1 (centres undefined) | -25% |
| -11% | -4 | COc1cc2c(NCCCCCO)ncnc2c(OC)c1OC | 0% |
| 16% | -10 | CCNC(=O)C1(C)CCN(Cc2ccc(-c3ccccc3)cc2)C1 (centres undefined) | -6% |
| 3% | -3 | O=C1NC[C@H](CCCCN2CCN(CC3CCCCC3)C(=O)C2=O)N(CCC2CCCCC2)C1=O | -6% |
| -27% | -5 | CC(=O)Nc1cc(-c2ccc(S(C)(=O)=O)cc2)cn2c(-c3ccc(F)c(Cl)c3)cnc12 | ? |
| 4% | 1 | CCCS(=O)(=O)NC(=O)C1(C)CCCN(C(=O)c2cc(C)nn2C(C)(C)C)C1 (centres undefined) | -5% |

3 entries drawn at random from those above, as already listed:
| GLS inhibitor | PI4K2A inh | compound | 12-LOX inh |
| --- | --- | --- | --- |
| 0% | -3 | CCc1cccc(NC(=O)COC(=O)C2COc3ccccc3O2)c1 (centres undefined) | -5% |
| 1% | 2 | COc1ccc(-c2nc(S(=O)(=O)c3ccccc3)c(N3CCCC3)o2)cc1 | 4.5µM* |
| 3% | -3 | O=C1NC[C@H](CCCCN2CCN(CC3CCCCC3)C(=O)C2=O)N(CCC2CCCCC2)C1=O | -6% |

(continued)
| GLS inhibitor | PI4K2A inh | compound | 12-LOX inh |
| --- | --- | --- | --- |
| 4% | -1 | CCc1nc2c(OCCC3CCCCC3)cccn2c1N(C)C(=O)CC(C)C | -21% |
| -14% | 1 | CCCNC(=O)C1(C)CCCN(Cc2csc3ccccc23)C1 (centres undefined) | ? |
| 3% | 3 | CCOC(=O)C1(C)CCN1C(=O)c1ccc2ccccc2c1 (centres undefined) | -5% |
| 0% | 3 | OC[C@@H]1CN(Cc2ccc(-c3ccccc3)cc2)C[C@H](n2cnc3c(NCc4ccc(F)cc4)ncnc32)O1 | -2% |
| -13% | 5 | CCOC(=O)CN(c1sc(C)c(C)c1C(=O)OCC)S(=O)(=O)c1ccc(C)cc1 | -17% |
| 2% | -1 | CS(=O)(=O)N1Cc2cc(C(=O)NCC3CCCCC3)nc(-c3cccc(-c4cccnc4)c3)c2[C@H]1CCO | 2% |
| 6% | -14 | O=C(N1CCOCC1)N1[C@H](COCc2ccccc2)C=CS1(=O)=O | -2% |
| -4% | 1 | COc1cc(C(O)c2nc(-c3ccc4ccccc4c3)cs2)ccc1F (centres undefined) | -10% |
| 4% | 22 | S=C1SCN(CCc2ccccc2)CN1CCc1ccccc1 | -25% |
| 12% | 43 | COc1ccc([C@H]2N[C@]3(CCCN(Cc4ccco4)C3=O)[C@H]3C(=O)N(Cc4ccccc4)C(=O)[C@@H]23)cc1 | ? |
| -1% | -3 | Cc1ccc(S(=O)(=O)N2CCOCC2)cc1NC(=O)COC(=O)COc1ccc(C#N)cc1 | -12% |
| -3% | 2 | O=CNc1cc(-c2ccsc2)cn2c(-c3ccccc3)cnc12 | -11% |
| -2% | -3 | CN(CC(=O)Nc1ccc(Cl)c(Cl)c1)CC(=O)N1CCCCCC1 | 4% |
| 0% | 1 | CC(C)=CCC[C@H](C)C[C@@H]1CC2=C(C(=O)OC(C)(C)O2)[C@H](c2ccc(Cl)cc2)O1 | -17% |
| -7% | -7 | CCCCC[C@@H](C)N1C[C@H](COCc2ccccc2)Oc2cc(N3CC[C@@H](O)C3)ccc2S1(=O)=O | ? |
| 3% | 1 | O=S1(=O)N[C@@H](Cc2ccccc2)COc2cc(N3CCC[C@@H]3CO)ccc21 | -4% |
| -4% | 1 | CCC(=O)N1CCCC1(C)C(=O)Nc1ccc2scnc2c1 (centres undefined) | 8% |
| -3% | -3 | FC(F)(F)c1ccccc1Cc1c(C2CCCCC2)nc2ccc(Br)cn12 | ? |
| -14% | -6 | O=c1[nH]c(=S)[nH]c2c1C(c1cccc(C(F)(F)F)c1)OC(CCc1ccccc1)C2 (centres undefined) | ? |
| -3% | 6 | COc1ccc(CN(C)C(=O)c2cccc(S(=O)(=O)NCc3ccccc3)c2)cc1F | 3% |
| 2% | -5 | CC(O)(c1cccc(F)c1)c1nc(/C=C/c2ccccc2)cs1 (centres undefined) | ? |
| -4% | -1 | O=S(=O)(c1cccc(C(F)(F)F)c1)N1c2ccccc2-n2cccc2C1c1cccnc1 (centres undefined) | ? |
| 3% | -4 | Cc1cc(F)ccc1-c1cc(C(=O)NCC2CCCCC2)[nH]n1 | -6% |
| 16% | -20 | COc1ccc2oc3cc(NCCN(C)C)ccc3c(=O)c2c1 | ? |
| 12% | -4 | CNc1cnc(-c2ccc(O)c(OC)c2)cn1 | ? |
| 3% | 2 | CCCOc1ccc(F)cc1-c1cc(C(=O)Nc2cc(OC)c(OC)c(OC)c2)[nH]n1 | 2% |
| 16µM* | 0 | CC(C)(C)NC(=S)N1CCC2CC1c1cc(-c3ccc4c(c3)OCO4)ccc12 (centres undefined) | -1% |
| 2% | 1 | CC(O)(c1cccc(F)c1)c1nc(-c2cc(F)cc(F)c2)cs1 (centres undefined) | -28% |
| -4% | -1 | CCOc1cccc(CN2CCC(Oc3ccc(C(=O)N4CCCC4)cc3)CC2)c1O | -6% |
| 13% | -3 | COc1ccc(Br)c(Cn2c(C)c(C(=O)NCc3ccc(F)cc3)sc2=O)c1 | -16% |
| 6% | -1 | O=C(Nc1ccc(Cl)cc1)C1Cc2c(-c3ccc(Cl)cc3)ccnc2O1 (centres undefined) | ? |
| 1% | -5 | CC(=NNC(N)=S)c1ccc2cc3c(cc2c1)OCO3 | ? |
| 0% | -1 | Cc1ccc(Cc2c(-c3ccccc3)nc3c4ccccc4ccn23)cc1 | ? |
| 0% | 4 | CCc1ccc(C(C#N)=CC=Cc2ccccc2)cc1 | -10% |
| -7% | 5 | COc1ccccc1CN(C)C(=O)c1cc(S(=O)(=O)N2CCCCCC2)ccc1OC | 14% |
| -2% | -3 | CCOC(=O)[C@]12CCC=C1N(Cc1ccc(Cl)cc1Cl)C(=O)[C@H](CC(=O)NCC13CC4CC(CC(C4)C1)C3)C2 | ? |
| -1% | -7 | CC(=O)N(O)c1ccc(C=Cc2ccccc2)cc1 | ? |
